# cardiac RTF act – increases calcium sensitivity of human cardiac regulated thin filaments. P19429+P45379. IANBD-labeled TnC RTF fluorescence at EC20 calcium; 0% EC20 calcium, 100% full calcium. activation, % at 7.2 µM. hit rate 0.24% among 340,000. AID 493008;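 active means activation above the mean over all tested compounds plus 3 SD, cut at about 30% in these data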;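 further: rise in fluorescence read as greater calcium sensitivity of cardiac thin filaments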
# Keap1-Nrf2 PPI – inhibitors of human Keap1-Nrf2 protein-protein interaction. Q14145. Keap1 Kelch-Nrf2 peptide fluorescence polarization, 1536-well. inhibition, % at 9.4 µM. hit rate 0.15% among 340,000. AID 504523; in the data active means inhibition above about 12%;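 further: human Keap1 Kelch domain with fluorescein labeled Nrf2 9mer peptide probe; 0% = neutral control wells and 100% = peptide positive control; higher means more block of Keap1 binding to Nrf2 peptide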
# Target sequence (Q14145 whole entry, looked up, the tested form may be a part): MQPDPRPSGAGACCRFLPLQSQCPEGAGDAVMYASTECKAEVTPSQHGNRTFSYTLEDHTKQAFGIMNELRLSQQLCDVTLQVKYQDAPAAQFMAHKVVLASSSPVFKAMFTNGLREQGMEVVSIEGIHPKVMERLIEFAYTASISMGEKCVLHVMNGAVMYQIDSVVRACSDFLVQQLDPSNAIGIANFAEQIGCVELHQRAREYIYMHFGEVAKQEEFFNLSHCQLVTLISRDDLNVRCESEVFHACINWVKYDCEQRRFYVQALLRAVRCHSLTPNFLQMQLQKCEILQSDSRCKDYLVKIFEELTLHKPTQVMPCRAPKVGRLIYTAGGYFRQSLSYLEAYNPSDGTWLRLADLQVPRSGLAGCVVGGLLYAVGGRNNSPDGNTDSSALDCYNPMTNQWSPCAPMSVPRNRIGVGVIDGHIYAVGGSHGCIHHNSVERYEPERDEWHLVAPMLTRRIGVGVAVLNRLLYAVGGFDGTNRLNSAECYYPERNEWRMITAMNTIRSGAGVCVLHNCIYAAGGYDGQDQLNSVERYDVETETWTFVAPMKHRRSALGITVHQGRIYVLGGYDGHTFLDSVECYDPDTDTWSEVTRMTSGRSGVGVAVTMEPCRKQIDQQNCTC
# Cardiac RTF inh – cardiac RTF calcium desensitization; hit rate 0.12% among 340,000; P19429+P45379; IANBD-labeled cardiac RTF, Ca2+ fluorescence; AID 493244; inhibition, % at 7.15 µM;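 active means inhibition above the mean inhibition of all tested compounds plus 3 SD, cut at about 17% in these data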;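 further: assay run at fixed EC70 calcium of 1.6 mM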
# OPRM1-OPRD1 inv – inverse agonists of human mu-delta opioid receptor heterodimerization; cell-based MOR-DOR heterodimer luminescence, inverse agonism; hit rate 0.21% among 340,000; P35372+P41143; AID 504357; inhibition, % at 9.3 µM; in the data active means inhibition above about 22%, passing the limit was not always enough;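 further: 0% = cells with DMSO and 100% = wells without cells with DMSO; values of inactives mirror those of a sister screen read the other way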
# MOR-DOR ag – agonists of human mu-delta opioid receptor heterodimerization; cells, OPRM1-OPRD1 heterodimerization, luminescence; P35372+P41143; AID 504326; hit rate 0.3% among 340,000; activation, % at 9.3 µM; in the data active means activation above about 18%;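 further: 0% = vehicle-treated cells and 100% = reference agonist; values of inactives mirror those of a sister screen read the other way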
# C-LANA FP – blocks KSHV LANA C-terminal domain binding to DNA; inhibition, % at 9 µM; AID 504423; MBP-C-LANA/FAM-LBS DNA binding, fluorescence polarization; hit rate 0.078% among 340,000;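 active means highest replicate inhibition at or above 60% at 9 µM, even if other replicates fall short; inactive means all replicates below 60% inhibition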;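 further: 0% = neutral control wells and 100% = 4 µM acridine orange control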
# HTR5A inv ag – HTR5A inverse agonism, opioid heterodimer counter-screen. P47898. HTR5A cell line, luminescence. inhibition, % at 9.3 µM. hit rate 0.083% among 340,000. AID 504634; in the data active means inhibition mostly above about 23%, no sharp cut-off; inactive means mostly below about 18%;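 further: 0% = cells with DMSO and 100% = no-cell wells with DMSO; some compounds called inactive have numbers as strong as hits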
# Target sequence (P47898 whole entry, looked up): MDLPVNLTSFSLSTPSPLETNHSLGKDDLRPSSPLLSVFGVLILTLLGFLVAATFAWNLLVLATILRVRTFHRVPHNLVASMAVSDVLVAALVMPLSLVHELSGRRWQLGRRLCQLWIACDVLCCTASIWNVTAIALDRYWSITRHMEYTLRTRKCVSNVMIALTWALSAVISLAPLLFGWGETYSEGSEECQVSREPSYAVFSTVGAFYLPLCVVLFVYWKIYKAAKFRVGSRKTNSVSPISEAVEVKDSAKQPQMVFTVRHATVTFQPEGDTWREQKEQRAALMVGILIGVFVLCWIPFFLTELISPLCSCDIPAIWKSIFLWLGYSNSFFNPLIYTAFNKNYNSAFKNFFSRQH
# HTR5A ag ctr – HTR5A agonism, opioid heterodimer counter-screen. AID 504692. HTR5A agonist assay, luminescence, cell-based. hit rate 0.61% among 340,000. activation, % at 9.3 µM. P47898; in the data active means activation mostly above about 9.5%, no sharp cut-off; inactive means mostly below about 7.6%;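 further: 0% = cells with vehicle only and 100% = reference agonist; strong numbers were not always called active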
# CAL PDZ FP – CAL PDZ (human) peptide binding inhibition; Q9HD26; inhibition, % at 24.9 µM; AID 602252; hit rate 0.92% among 300,000; purified CAL PDZ, TMR-peptide fluorescence polarization, 1 h;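 active means mean inhibition of at least 30% with at least half of replicates also reaching 30%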;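 further: 0% = DMSO neutral control and 100% = excess unlabeled competitor peptide PRC23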
# V-ATPase pHluor – alters yeast V-ATPase proton transport. S. cerevisiae, pHLuorin cytosolic pH fluorescence. response, % at 10 µM. hit rate 0.37% among 350,000. AID 504577; in the data active means response mostly above about 7.3%, no sharp cut-off; inactive means mostly below about 5.4%; further: actives read high; inactives centre near 0; some compounds called inactive have numbers as strong as hits; reference of the scale not given here
# The depositor's hits bear a star; . = not tested or not shown.
SMILES,cardiac RTF act,Keap1-Nrf2 PPI,Cardiac RTF inh,OPRM1-OPRD1 inv,MOR-DOR ag,C-LANA FP,HTR5A inv ag,HTR5A ag ctr,CAL PDZ FP,V-ATPase pHluor
Cc1onc(-c2c(Cl)cccc2Cl)c1C(=O)Nc1ccc2c(c1)OCCO2,-3,3,-7,6,-1.0,-1.9,7,1,3,-1
Cc1nc2cc(C(F)(F)F)ccc2n1CCNc1nc(-c2ccc([N+](=O)[O-])c(Cl)c2)cs1,9,-2,-7,.,.,1.0,.,.,-5,-2
CC1CCC(NC(=O)CCNS(=O)(=O)c2ccc3c(c2)CCC(=O)N3)CC1 (stereo not drawn),-5,0,3,10,-2.0,1.7,-12,3,-5,3
O=C(COc1ccc(Cl)cc1)NC1=NN(c2ccccc2)C(=O)C1,-8,-4,4,3,-0.4,1.0,-2,1,-3,-1
Cc1cc(C)c(C(=O)C[n+]2cccc(C(N)=O)c2)c(C)c1,.,0,.,.,.,1.1,.,.,-3,-1
CC(C(=O)N1CCOCC1)N1c2cccc3cccc(c23)S1(=O)=O (stereo not drawn),-4,-7,-16,-7,1.2,1.8,4,-2,1,0
CCOC(=O)CSc1nc2cc(C(=O)OC)ccc2c(=O)n1CCN1CCOCC1,3,-1,0,19,-4.5,-1.8,6,-2,-3,2
CCCOc1ccc(S(=O)(=O)NNC(=O)c2cc3ccccc3o2)cc1,-7,5,-4,3,-0.5,-1.6,-4,2,0,1
COc1ccccc1C(=O)OCn1nnc2ccccc2c1=O,1,-4,3,7,-1.3,0.8,-6,2,.,-1
CC1CCC(NC(=O)C2CCN(c3nc4ccccc4s3)CC2)CC1 (stereo not drawn),1,-1,-4,-11,1.3,1.3,-14,-4,-1,-1
COc1ccc(/C=C2/C(=O)OCc3cc(OC)c(OC)cc32)c(OC)c1,1,-8,3,5,-1.1,-2.0,0,0,-2,4
CC(=O)N1CCN(C(=O)COC(=O)COc2c(C)cc(C)cc2C)CC1,-2,-2,-8,19,-5.0,3.9,-2,1,-5,7
CC(NC(=O)c1cc(F)c(F)cc1Cl)C1CC2CCC1C2 (stereo not drawn),5,-4,-10,10,-1.8,-0.8,12,-5,-4,-2
CSc1nc(C)cc(OCC(=O)N2CCOCC2)n1,-4,1,-13,9,-1.7,0.8,13,-6,-2,-1
O=C(C1CC1)N1CCN(S(=O)(=O)c2ccc3c(c2)OCCO3)CC1,-2,3,-7,-5,1.0,-4.3,-12,4,-2,4
C/C(CC(=O)Nc1ccc(F)cc1)=N\NC(=O)c1ccccn1,0,-4,0,7,-1.5,-3.9,5,-2,-4,-1
COc1ccc(CN(C)C(=O)c2cccc(NS(=O)(=O)c3ccccc3)c2)c(OC)c1,1,-6,0,8,-1.5,-0.7,-10,1,-1,1
Cc1occc1-c1nnc(SCC(=O)Nc2ccccc2-c2ccccc2)n1C,-2,-2,-9,10,-1.8,0.6,-2,-1,-3,-2
COc1cccc(OC)c1C(=O)Nc1cc(C)nn1-c1nc2ccccc2[nH]1,1,-2,-3,13,-2.5,2.0,-13,-1,-4,7
CCS(=O)(=O)Nc1cc2c3c(c1)CCN3C(=O)CC2,-4,1,-3,13,-2.5,1.8,-6,2,-2,0
CCOC(=O)N1CCN(C(=O)c2ccc3c(=O)n(CCOC)c(=O)[nH]c3c2)CC1,-1,3,-4,1,-0.2,6.6,-20,-2,-5,-10
COc1cc(OC)cc(C(=O)Nc2cccc3cccnc23)c1,-2,0,-6,-3,0.7,-2.1,6,-2,-2,-4
O=[N+]([O-])c1ccc(-c2nnc(CNC3CCCC3)o2)cc1,0,-2,-1,-5,1.1,-3.5,6,-2,-2,-2
CCc1nnc(NS(=O)(=O)c2ccc(NS(=O)(=O)c3ccccc3[N+](=O)[O-])cc2)s1,-2,-1,0,8,-1.7,1.7,-1,0,-2,-3
COc1ccc(Cl)c(NC(=O)NCCN2CCN(c3ccccc3)CC2)c1,-6,-2,1,5,-1.2,-5.7,-2,1,-3,-5
O=c1[nH]c2ccc(NC(=S)NC3CCCCC3)cc2[nH]1,3,-4,-3,6,-1.2,0.6,-3,1,3,-2
O=C(NCC1OCCCN1S(=O)(=O)c1cc(F)ccc1F)C(=O)NC1CCCCCC1 (stereo not drawn),-3,-2,-15,5,-0.7,0.8,8,1,-3,-4
Nc1cc(=O)[nH]c(SCc2nnnn2-c2ccc(Cl)cc2)n1,0,-1,-12,7,-1.4,1.3,15,1,4,-1
CC1CCN(C(c2nnnn2CCc2ccccc2)C(C)C)CC1 (stereo not drawn),-1,0,3,-13,2.4,-3.2,2,-1,-4,2
CCc1ccccc1OCc1nc2ccc(S(=O)(=O)N3CCOCC3)cc2[nH]1,0,3,-5,-3,0.6,1.0,-15,5,2,-5
S=C(Nc1ccc(Cl)cc1)NC1CC2CCC(C1)N2Cc1ccccc1 (stereo not drawn),-7,-3,-2,-45,8.0,-2.5,-4,2,-4,0
CCN1CCN(c2ncc(C(=O)N3CCN(c4ccccc4OC)CC3)c3ccccc23)CC1,-3,4,0,20,-4.0,1.0,16,-1,-3,1
O=C(CN(CC1CCCO1)S(=O)(=O)c1ccc(S(=O)(=O)NCC2CCCO2)cc1)Nc1ccccc1 (stereo not drawn),0,1,3,4,-0.7,-1.8,6,3,-3,5
COc1ccccc1/C=C/C(=O)OCC(=O)c1cc(C)n(C)c1C,-4,-3,-6,-4,1.1,-1.4,8,-3,-1,-1
CCCc1ccc(S(=O)(=O)N/N=C\c2ccc3c(c2)OCO3)cc1,-5,1,-5,-53,7.7,-1.0,-21,8,.,1
O=C(COC(=O)c1ccco1)NCc1ccc(Cl)cc1,2,-4,1,-2,0.5,-0.4,-2,1,-2,-6
O=C(Nc1cccc(-n2cnnn2)c1)c1ccc(C(F)(F)F)cc1,1,-2,-13,-9,2.3,0.8,6,-6,.,3
COc1ccc(OC)c(NC(=O)CCNC(=O)Cn2ccc3ccccc3c2=O)c1,2,-5,-2,3,-0.4,-1.0,2,-1,-4,1
Cc1ccc(S(=O)(=O)NC(c2ccccc2)C(C)C(=O)n2nc(C)cc2C)cc1 (stereo not drawn),-3,4,1,-31,5.3,1.5,-12,4,-4,-1
N#CC1C(=O)c2ccccc2C1c1ccccc1 (stereo not drawn),-3,-3,0,-3,0.7,1.0,-1,0,-8,0
Cc1cc(-c2n[nH]c(=S)n2/N=C/c2ccccc2[N+](=O)[O-])n[nH]1,2,1,5,-1,0.2,-1.3,-11,0,3,2
CCOC(=O)c1cc(NC(=O)c2ccc(C)cc2)c(=O)oc1C(F)(F)F,-2,-1,10,12,-2.5,0.0,3,3,-2,0
COc1ccc(NC(=O)c2oc3ccccc3c2NC(=O)C(C)(C)C)cc1,-7,3,1,-17,3.3,0.7,14,-4,.,0
CC(=O)c1c(C)[nH]c(C(=O)OCC(=O)Nc2cccnc2Cl)c1C,6,-1,-8,16,-3.0,1.0,-12,3,-4,-2
CCCCCCCCCCCCCC(=O)O,-5,-2,-8,11,-2.1,0.6,-15,4,6,-1
O=C1NC(c2ccc(Cl)cc2)Oc2ccccc21 (stereo not drawn),4,-4,-4,11,-2.3,-2.4,17,-4,0,0
O=c1c2cc(Cl)cc(Cl)c2nc2n1CCC2,3,0,-6,16,-3.5,-1.8,9,-3,-1,-2
O=C(c1ccncc1)N1CCN(S(=O)(=O)c2cccc(Cl)c2)CC1,3,0,-3,13,-2.5,-0.9,8,-3,.,3
COc1ccc(S(=O)(=O)NC2CC(=O)N(c3ccc(C)c(C)c3)C2)cc1 (stereo not drawn),-5,-2,-2,0,0.0,0.0,14,-2,.,1
Cc1cccc(OCC(=O)NNC(=O)CCCCC(=O)NNC(=O)COc2cccc(C)c2)c1,-1,0,0,3,-0.8,-0.9,-1,0,.,-2
COc1ccc(O)c(/C=N/NC(=O)c2cccc(N3CCCC3=O)c2)c1,-8,2,4,7,-1.2,-0.3,-24,9,-5,-1
CCC(OC(=O)c1ccco1)C(=O)NCc1ccc(C)cc1 (stereo not drawn),-3,4,-1,12,-2.2,-0.2,8,-2,6,-2
CCOCCC(=O)Nc1cc(Cl)ccc1OC,-1,-4,-6,15,-2.7,-1.2,18,2,-4,-1
Cc1ccc(S(=O)(=O)c2c(C)nn(C(C)(C)C)c2OC(=O)c2cccs2)cc1,-3,0,-1,17,-4.1,0.0,1,-4,.,-14
O/N=C/c1ccc2ccccc2n1,7,-1,-3,1,-0.2,-1.6,-4,3,.,5
O=C(CN(c1ccccn1)S(=O)(=O)c1ccccc1)N/N=C/c1cccc([N+](=O)[O-])c1,2,-3,1,16,-3.0,-1.0,10,8,2,1
CC1=NN(C(N)=S)C(=O)C1N=Nc1ccc(S(N)(=O)=O)cc1 (stereo not drawn),-2,0,2,22,-4.4,-0.3,0,-1,4,-2
CC1CCCCC1NC(=O)C1Cc2ccccc2CN1S(C)(=O)=O (stereo not drawn),-8,-6,4,4,-1.0,-0.2,12,0,.,-3
COCc1c(C(=O)N/N=C(/C)c2ccccc2)nnn1-c1nonc1N,9,-2,-11,11,-2.0,-0.7,3,0,.,-2
COc1ccc(OC)c(NC(=O)CSc2nnnn2C)c1,4,-2,-3,14,-2.8,-0.9,5,-2,2,0
# The results go on:
SMILES,cardiac RTF act,Keap1-Nrf2 PPI,Cardiac RTF inh,OPRM1-OPRD1 inv,MOR-DOR ag,C-LANA FP,HTR5A inv ag,HTR5A ag ctr,CAL PDZ FP,V-ATPase pHluor
CC(=O)Oc1ccc(NC(=O)Cc2ccccc2)c(C(=O)O)c1,17,-1,-24,-11,2.3,1.1,-8,1,0,0
CC(=O)Nc1nc2ccccc2n1Cc1ccccc1Cl,-6,3,-2,5,-1.0,-0.2,-28,2,3,0
CC(NC(=O)c1ccc(F)cc1)c1nc2ccccc2n1Cc1ccccc1F (stereo not drawn),-10,1,-1,8,-1.6,0.0,8,0,-2,-1
O=C(O)COc1ccc2c(c1)OCCO2,3,3,7,12,-2.2,2.0,-3,-1,-2,0
COc1cccc(CNS(=O)(=O)c2c(C)[nH]c(C)c2C(=O)N2CCCC2)c1,-3,-3,0,7,-1.4,0.6,8,7,0,1
COC(=O)CCCCCN1C(=O)/C(=C\c2ccncc2)SC1=S,28,-5,-12,-11,2.3,0.9,2,5,-3,4
COc1ccc(C(=O)NC2CCN(Cc3c(F)cccc3Cl)CC2)cc1OC,5,-4,-7,-2,0.4,0.7,7,-2,1,-1
CC(O)c1nc2cc([N+](=O)[O-])ccc2n1Cc1ccccc1 (stereo not drawn),-9,-2,-4,13,-2.9,-1.0,-20,5,-3,-2
CN(Cc1ccccc1)c1ccc(C(=O)O)cc1[N+](=O)[O-],-3,5,3,16,-3.1,-0.7,11,-4,-3,0
CCOC(=O)C1=C(C)N(C)C(=S)NC1c1ccccc1 (stereo not drawn),-9,-5,-13,1,-0.3,-1.4,1,1,-5,1
CC1CCc2cc(F)ccc2N1C(=O)c1cccnc1 (stereo not drawn),-2,3,-6,13,-2.8,-3.8,-6,2,1,-2

# Record cards (already shown). Order of screens: cardiac RTF act | Keap1-Nrf2 PPI | Cardiac RTF inh | OPRM1-OPRD1 inv | MOR-DOR ag | C-LANA FP | HTR5A inv ag | HTR5A ag ctr | CAL PDZ FP | V-ATPase pHluor
# CN(Cc1ccccc1)c1ccc(C(=O)O)cc1[N+](=O)[O-] is entered as -3 | 5 | 3 | 16 | -3.1 | -0.7 | 11 | -4 | -3 | 0
# O=C(O)COc1ccc2c(c1)OCCO2 is entered as 3 | 3 | 7 | 12 | -2.2 | 2.0 | -3 | -1 | -2 | 0

# Screening data as filed in PubChem.

# This is a random part of the collection. Share with any hit: about 2.8%.
